Screening results (PubChem)
yeast sgs1 mgt1 – NCI yeast anticancer drug screen, S. cerevisiae sgs1 mgt1 strain; % growth inhibition at 50 µM; 78,000 tested, 10% active; AID 161, 2004;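 also: 0% = growth of vehicle-only cultures of the same strain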
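Percent growth inhibition was derived by comparing compound-exposed mutant yeast with vehicle-exposed cultures. The strain carries alterations in DNA damage repair.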
mlh1 rad18 – NCI yeast anticancer drug screen, S. cerevisiae mlh1 rad18 strain; 79,000 tested, 11% active; % growth inhibition at 50 µM; AID 175, 2004;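 also: 0% = growth of vehicle-only cultures of the same strain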
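Compound-treated yeast growth, normalised to vehicle controls. Strain bears defined DNA repair mutations.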
yeast cln2 rad14 – NCI yeast anticancer drug screen, S. cerevisiae cln2 rad14 strain | % growth inhibition at 50 µM | 78,000 tested, 8.3% active;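 also: 0% = growth of vehicle-only cultures of the same strain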
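Growth inhibition, relative to vehicle-treated controls, is the read-out. The test organism is a yeast strain with defined genetic alterations, cln2 rad14.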
yeast rad50 – NCI yeast anticancer drug screen, S. cerevisiae rad50 strain. growth inhibition, % at 50 µM. 79,000 tested, 10% active;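 also: 0% = growth of vehicle-only cultures of the same strain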
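A DNA repair-deficient yeast mutant serves as the test organism; compound-induced growth inhibition is calculated against vehicle-treated cells.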
yeast mec2-1 – NCI yeast anticancer drug screen, S. cerevisiae mec2-1 strain; 79,000 tested, 9% active; AID 157, 2004; growth inhibition, % at 50 µM;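 also: 0% = growth of vehicle-only cultures of the same strain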
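Vehicle-treated cultures served as reference for growth inhibition of compound-exposed mec2-1 yeast.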
bub3 – NCI yeast anticancer drug screen, S. cerevisiae bub3 mutant strain; growth inhibition, % at 50 µM; 78,000 tested, 9.9% active;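 also: 0% = growth of vehicle-only cultures of the same strain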
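In this screen, a yeast mutant lacking normal mitotic checkpoint function is challenged with compound. Relative growth versus vehicle gives the inhibition value.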
Active calls of the source: *; / = no result given; & = joins results of further samples. Rule as the data show it: active = growth inhibition above about 70%; inactive = the rest. Not a hit list; any-hit rate near 13%.

compound	yeast sgs1 mgt1	mlh1 rad18	yeast cln2 rad14	yeast rad50	yeast mec2-1	bub3
CC(=O)N(CCCCCCN(C(C)=O)C(C)=O)C(C)=O	0	-6	-1	-15	-9	-10
Cc1ccc(SC(=O)Cc2ccc([N+](=O)[O-])cc2)cc1	98*	97*	88*	97*	98*	96*
CCOC(=O)c1c(-c2ccc([N+](=O)[O-])cc2)cn(-c2ccccc2)c1C	17	-13	-8	-3	12	30
CC(C)(C)c1cc(Cl)c(O)c(Cl)c1	7	28	6	4	2	1
COc1ccc(NC(=O)/C(Cc2cc(=O)oc3cc(O)ccc23)=N\NC(C)(C)C)c(OC)c1	9	7	4	-4	3	-2
CC(=O)N1c2ccccc2N(C(C)=O)c2ccccc21	13	11	-2	10	13	8
Cc1ccc(NS(=O)(=O)c2ccc(F)cc2)c(C)c1	-2	-9	-14	15	19	0
CCCCn1c(OC(=S)N(CC)CC)cc(C)nc1=S	51	22	20	22	2	23
O=C(O)CCCCc1ccc2ccccc2c1	16	27	29	4	15	6
O=C1c2ccccc2Cc2cc(O)ccc21	45	91*	83*	48	48	89*
Cc1cc(Nc2ccc(N=Nc3ccc(O)c4ncccc34)cc2)nc(C)n1	48	75*	23	71*	52	61
C(=N\OCCc1ccccc1)/c1ccccn1	-9	4	-25	-15	-33	10
CC(=O)Oc1cccc(CN2CCc3ccccc3C2)c1	2	-24	-31	-3	-8	9
[N-]=[N+]=Nc1c(N2CCOCC2)c(Cl)nc2ccccc12	25	2	16	12	-22	20
O=C1C=C(c2[nH]c3ccccc3c2C2=CC(=O)c3ccccc3C2=O)C(=O)c2ccccc21	18	30	20	18	24	4
Cn1c(=Nc2ccccc2[N+](=O)[O-])sc2ccccc21	5	-24	-64	2	-24	-9
Cc1ccc(Nc2nc(C)c(C(=O)C/C(=N\NC(N)=S)C(=O)Nc3ccc(Cl)cc3C)s2)cc1	82*	57	35	71*	17	33
O=S(=O)(Nc1ncccn1)c1ccc(N=C=S)cc1	-9	-13	-16	-8	23	8
O=c1oc(-c2cccc([N+](=O)[O-])c2)nc2ccccc12	/	5	/	4	-10	/
Cc1nc2ccccc2c(=O)n1NC(=S)Nc1ccccc1	-41	-60	8	-41	-57	-32
O=[N+]([O-])C1C2CCC(C2)C1c1ccccc1 (stereo not drawn)	-1	0	-2	10	-4	15
O=C1OC(c2ccccc2Cl)Sc2ccccc21 (stereo not drawn)	20	33	-31	-3	25	56
CCCCCCCCCCCCCCCCC(=O)O	-23	-8	-28	-13	-16	17
Cc1cc(Br)c(OCC(=O)O)c(Br)c1	18	12	-13	7	-5	9
COc1ccc(C(=O)c2ccccc2C(=O)c2ccc(OC)cc2)cc1	-1	7	-38	-22	16	-8
CC(C)(C)c1ccc(OCCO)cc1	-4	0	-33	-4	-2	17
CCn1c2ccccc2c2cc(NC(=O)c3c(C)[nH]c(=O)[nH]c3=S)ccc21	35	4	-20	-8	2	19
CCOC(=O)CNC(=O)C(Cc1ccccc1)NC(=O)CNC(=O)OCc1ccccc1 (stereo not drawn)	16	21	20	22	9	1
CN1C=CC(C(O)(c2ccccc2)c2ccccc2)CC1 (stereo not drawn)	10	23	52	1	19	17
Cc1c(CO)[nH]c(=S)[nH]c1=O	8	-1	-30	11	8	-1
CS(=O)(=O)N1OC1c1ccccc1 (stereo not drawn)	-9	-8	-29	12	1	-17
CCCCN1CCNC1=S	4	9	-11	-1	-13	-28
COc1ccccc1/C=N/Nc1nnc2c3ccccc3c3ncccc3c2n1	-22	-34	-11	-29	-46	-9
CC(=O)Nc1c(I)cc(I)c(C(=O)O)c1I	-12	-2	-8	-1	-3	-3
O=S(=O)(c1ccc(O)c(Cl)c1)c1ccc(O)c(Cl)c1	16	31	37	33	38	47
Brc1cn2[n+](c1)[B-]n1cc(Br)c[n+]1[B-]2	-4	12	-8	1	-5	7
CCCS(=O)(=O)O	1	26	3	22	26	37
C/C(=N\NC(N)=O)C1CCCc2ccccc21 (stereo not drawn)	-10	10	-7	2	-15	-10
CCCCn1c(=O)n(C)c(=O)c2c1ncn2C	-23	15	-26	-17	-8	-14
Cn1ccnc1CC(C)(O)c1ccccc1 (stereo not drawn)	-45	7	4	-13	-17	-23
O=C(Nc1ccc(Br)cc1)C(=O)C(C(=O)c1ccccc1F)C1OC(=O)c2ccccc21 (stereo not drawn)	-14	7	-51	-18	-2	-5
Cc1ccc(Cl)cc1O	17	31	-2	24	-18	6
O=C(O)C(O)C(O)C(O)C(O)CO (stereo not drawn)	-30&-2&-3	-7&-17&-1	-48&-13&-48	-6&8&14	-9&-14&-8	-10&0&-5
CC(C)C(O)C(C)(C)CO (stereo not drawn)	5	33	2	11	-15	11
CCCCCCCCCCCCCCCCCCNC(=S)/N=C/c1c(O)cc(C)oc1=O	57	16	-30	16	-14	19
CCC(CC)CC1CCCCC1O (stereo not drawn)	-47	-12	-17	-31	-44	-49
CC(=O)CCSC(c1ccccc1)(c1ccccc1)c1ccccc1	0	4	-5	-10	-6	-2
O=[N+]([O-])c1ccc2[nH]c(=S)n(/C=C(/c3ccc(Cl)cc3)S(=O)(=O)Cc3ccc(Cl)cc3)c2c1	5	1	44	-1	-1	4
O=C1NCCCc2nonc21	8	5	4	19	16	4
O=C(O)c1cc2c([nH]1)-c1cccnc1C(=O)C2=O	-16	14	-19	-10	-11	-1
COc1cccc(C=C2N=C(C)N(n3c(-c4ccccc4)nc4ccccc4c3=O)C2=O)c1	23	29	20	10	3	9
NC(=O)c1n[nH]c(C2OC(CO)C(O)C2O)n1 (stereo not drawn)	1	-8	-16	-2	-7	6
Nc1cc(Br)cc2c1nc(NCCO)c1ccccc12	53	50	59	58	57	56
COC(=O)C12OCC34C(CC5C(C)C6=CC(=O)OC6=CC5(C)C3C(O)C1O)OC(=O)C(OC(C)=O)C24 (stereo not drawn)	92*	-22	92*	92*	93*	92*
O=C(/C=C/c1ccco1)N1CCN(Cc2ccccc2)CC1	23	14	32	4	8	53
C=COC(=O)C(C)(C)C	15	32	21	8	-14	0
CN1N=C(c2ccncc2)OC1c1cccc(C(F)(F)F)c1 (stereo not drawn)	-33	-21	-4	-64	-66	1
Cc1[nH]c(=O)nc(N/N=C/c2ccc(O)cc2)c1C(=O)Nc1ccc(O)cc1	-14	-15	-19	-1	0	-15
C1=CN2C(c3ccccc3)=NON(c3ncccn3)C2N=C1 (stereo not drawn)	7	16	-54	28	7	-1
COc1ccc(NC(C)=O)c(C)c1	3	4	-19	11	11	-8

Next part.
compound	yeast sgs1 mgt1	mlh1 rad18	yeast cln2 rad14	yeast rad50	yeast mec2-1	bub3
CC1(C)C(=NN=C(N)N)C(C)(C)C1=NN=C(N)N	-16	15	29	-3	-7	-18
CCCCCCCCCCCC1=NCCO1	88*	41	21	25	46	24
CN1CCC(=C2c3ccccc3CC(O)c3sccc32)CC1 (stereo not drawn)	-17	39	4	24	6	9
O=C1CN(c2cccc(Cl)c2)C(=O)CN1NCNN1CC(=O)N(c2cccc(Cl)c2)CC1=O	4	3	7	-13	0	-7
COc1ccc2c(c1)N(CCC1CCCCN1C)c1ccccc1S2 (stereo not drawn)	-7	-4	29	-1	-9	-2
C=C(C)C(=O)OCCOCCOCCOC(=O)C(=C)C	-10	4	3	8	-19	-8
CCC1C(OC)=CC(CC)(CO)C=C1OC (stereo not drawn)	6	-6	14	4	-3	7
CCn1c2ccc([N+](=O)[O-])cc2c2c([N+](=O)[O-])c(NC=O)ccc21	-5	28	18	12	15	14
C/C(=N/NC(=S)Nc1ccc(Cl)cc1)c1cccc(/C(C)=N\NC(=S)Nc2ccc(Cl)cc2)n1	45	36	0	28	29	48
CCCC(=O)c1ccc(OC)cc1	15	6	18	42	-11	21
c1cnc2ccc3c4cccnc4ccc3c2c1	61	80*	59	97*	75*	76*
Cc1nc2c(=O)n3c4c(cccc4c2o1)CCC3	22	-48	14	14	10	14
CN(C)S(=O)(=O)c1ccc(N)c([N+](=O)[O-])c1	-8	14	-5	0	11	8
CC(=O)Nc1ccccc1NC1CC(C)N(c2ccccc2)N1C(C)=O (stereo not drawn)	-40	1	-12	-11	-42	-34
O=C(c1ccccc1)c1ccccc1O	11	3	7	-17	-11	11
CS(C)=O.[Cl-].[Cl-].[NH-]CC(O)C[N-]CC(O)CN.[Pt+4] (stereo not drawn)	-20	10	-10	-9	-20	-4
C=CCNC(=O)CCCCCCC/C=C\CCCCCCCC	-1	9	-28	17	-8	-3
CC(=O)OCC1OC(OCC(OC(C)=O)C(OC(C)=O)C(OC(C)=O)c2cnn(-c3ccccc3)n2)C(OC(C)=O)C(OC(C)=O)C1OC(C)=O (stereo not drawn)	3	6	-15	1	0	12
CCCCN(CCCC)C(=O)/C=C/c1ccccc1	92*	81*	68	93*	92*	74*
CCCCC(=O)NC1CCCCC1	-7	32	-17	4	6	-35

A second format for some results above:
canonical_smiles: Cn1ccnc1CC(C)(O)c1ccccc1 (stereo not drawn)
  yeast sgs1 mgt1 = -45 | mlh1 rad18 = 7 | yeast cln2 rad14 = 4 | yeast rad50 = -13 | yeast mec2-1 = -17 | bub3 = -23

canonical_smiles: O=C(Nc1ccc(Br)cc1)C(=O)C(C(=O)c1ccccc1F)C1OC(=O)c2ccccc21 (stereo not drawn)
  yeast sgs1 mgt1 = -14 | mlh1 rad18 = 7 | yeast cln2 rad14 = -51 | yeast rad50 = -18 | yeast mec2-1 = -2 | bub3 = -5

canonical_smiles: Cc1ccc(Cl)cc1O
  yeast sgs1 mgt1 = 17 | mlh1 rad18 = 31 | yeast cln2 rad14 = -2 | yeast rad50 = 24 | yeast mec2-1 = -18 | bub3 = 6

Going on with the list.
compound	yeast sgs1 mgt1	mlh1 rad18	yeast cln2 rad14	yeast rad50	yeast mec2-1	bub3
COc1ccc(-c2cc(=O)c3c(O)c(OC)c(O)c(OC)c3o2)cc1OC	5	20	5	0	-38	30
Cc1cccc(OC(=O)Oc2cccc(C)c2)c1	-4	31	-16	-6	-9	21
CC(=O)ON(C(C)=O)c1ccc(C(N)=O)cc1	-13	-71	6	-17	7	-15
COC1(OC)C(C#N)=C(c2ccccc2)C1(OC)OC	-6	-7	-20	-8	-6	-14
NCCSCCC(=O)O	-37	-23	7	0	-12	-28
CCN1CCOC(O)(c2ccccc2)C1c1ccc(OC)cc1 (stereo not drawn)	2	24	7	-10	-16	7
Nc1ncnc2nc(SC3OC(CO)C(O)C(O)C3O)[nH]c12 (stereo not drawn)	10	3	-9	10	-10	13
CC(=O)OC1OCCCC1Cl (stereo not drawn)	-8	10	-3	-9	-28	-31
Cc1cccc(C)c1I	-67	-50	-26	-35	-9	-46
C=[N+](CNC(=O)CNC(=O)C(Cc1ccccc1)NC(=O)OC(C)(C)C)C(=O)CNC(=O)C(Cc1ccccc1)NC(=O)OC(C)(C)C (stereo not drawn)	0	-42	-5	-1	-2	5
CC(C)N1CCC(OC(=O)Nc2ccccc2)C1 (stereo not drawn)	-8	8	-27	4	6	-14
O=C(O)c1ccccc1/C=N/NC1=NCCCCN1	-29	-33	-10	-47	-23	-8
Cc1cn(C2CCCCC2O)c(=O)[nH]c1=O (stereo not drawn)	-3	-17	13	-16	-14	-15
CC(=O)c1c(O)ccc2nc3ccccc3nc12	83*	94*	83*	94*	92*	92*
O=C(O)/C=C/C(=O)Nc1cc(Cl)cc2c1-c1c(Cl)cc(Cl)cc1C2=O	32	4	-53	31	9	-4
O=C1c2sccc2[C@H](NC(=O)C(F)(F)F)[C@@H]1Cl	1	19	25	4	3	7
C=C(COCO)C(C)=O	13	11	30	25	10	34
CC(=O)Nc1nc(Cl)c2ncn(C3CCCO3)c2n1 (stereo not drawn)	-9	2	-33	-13	-4	1
O=[N+]([O-])c1nccn1CC(O)CN1CCCCC1 (stereo not drawn)	17	19	-5	6	-1	-8
CC(=O)NNC(=S)N/C=C(/C(=O)c1ccccc1)c1ccccc1	-17	-7	4	-23	-9	-16
CC(=O)OC1c2ccccc2CCCCCCC12OCCO2 (stereo not drawn)	-53	-7	2	-25	-36	-36
N#CC(C(=O)C(N)=O)c1nc2ccccc2s1 (stereo not drawn)	19	2	6	20	9	-10

Structural class: the compounds so far containing a cyano group.
compound	yeast sgs1 mgt1	mlh1 rad18	yeast cln2 rad14	yeast rad50	yeast mec2-1	bub3
COC1(OC)C(C#N)=C(c2ccccc2)C1(OC)OC	-6	-7	-20	-8	-6	-14
N#CC(C(=O)C(N)=O)c1nc2ccccc2s1 (stereo not drawn)	19	2	6	20	9	-10
